Vif inh: blocks HIV Vif function | HEK293T cells, Vif self-association by quenched fluorescence, imaging, 24 h | inhibition, % at 7.49 µM | hit rate 0.35% among 340,000; in the data active means inhibition above about 50%, passing the limit was not always enough; further: some results filed as inactive read as strong as hits
aDG glyco up: increases alpha dystroglycan glycosylation; Pro5-aDG cells, alpha-DG glycosylation AlphaScreen (IIH6); 0% Pro5, 100% B10-LARGE cell signal; activation, % at 10 µM; hit rate 0.22% among 360,000; AID 624168;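 active means activation of at least 8% versus controls, or a plate z-score of at least 8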;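 further: Pro5 are CHO cells carrying HIG-tagged alpha-DG that lacks glycosylation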
Cardio protect: protects H9c2 cardiomyocytes from peroxide injury | H2O2 injury protection, ATPLite, 2 h | protection from H2O2 cell death, % at 20 µM | hit rate 0.63% among 360,000 | AID 588492;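 active means compounds giving at least 50% protection of heart cells from peroxide-induced death in the single-dose screen, raw or plate-pattern-corrected value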;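 further: 0% = DMSO wells with peroxide and 100% = DMSO wells without peroxide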
MC4R antag cAMP: blocks human MC4R cAMP signaling; P32245; MC4R-expressing cells, MTII-stimulated cAMP, LANCE TR-FRET; inhibition, % at 6.5 µM; hit rate 0.48% among 360,000; AID 540295;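 active means inhibition above its plate's cutoff, the mean of tested wells on that plate plus 3 SD, cut at about 29% in these data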;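 further: 0% = Melanotan II alone and 100% = Melanotan II plus saturating MCL0020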
Target sequence (P32245 whole entry, looked up): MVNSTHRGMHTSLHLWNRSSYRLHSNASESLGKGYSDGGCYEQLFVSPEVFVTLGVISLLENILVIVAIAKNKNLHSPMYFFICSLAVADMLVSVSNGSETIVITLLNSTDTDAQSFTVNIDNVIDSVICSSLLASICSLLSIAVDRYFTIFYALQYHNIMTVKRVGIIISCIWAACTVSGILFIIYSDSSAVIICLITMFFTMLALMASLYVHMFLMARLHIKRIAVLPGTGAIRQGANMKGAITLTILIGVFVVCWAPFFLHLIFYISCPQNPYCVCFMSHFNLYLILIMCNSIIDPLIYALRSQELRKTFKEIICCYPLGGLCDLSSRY
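Test system: U2OS cells stably expressing human melanocortin 4 receptor (MC4R); also added: Melanotan II challenge; compound: 6.5 µM single dose; timing: 30-min compound preincubation, 1-h Melanotan II challenge, 1-h detection, room temperature; signal: Eu-cAMP/anti-cAMP TR-FRET, emission 671 nm; repeats: one well per compound, no replicates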
ABCB6 inh 2: blocks the human ABCB6 transporter | Q9NP58 | K562-ABCB6 porphyrin accumulation, flow cytometry, 1 h; stronger effect = lower value | fluorescence ratio to DMSO, % at 10 µM | hit rate 0.19% among 360,000;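 active means fluorescence ratio to DMSO below 75%, the collection mean minus 3 SD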;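 further: signal is porphyrin accumulated inside mitochondria; 100% equals median channel fluorescence of DMSO control wells; lower ratio means ABCB6 inhibition with less porphyrin fluorescence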
m5-HT2A agonist: mouse HTR2A agonism via beta-arrestin recruitment; CHO-K1 mHTR2A beta-arrestin complementation, luminescence; percent of 30 µM serotonin response; activation, % at 7.6 µM; hit rate 0.66% among 360,000;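 active means activation above a run cutoff, the mean activation of all tested compounds plus 3 SD, cut at about 14% in these data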;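 further: 0% = plate median of compound wells and 100% = 30 µM serotonin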
CaV13 ICDI inh: Disruptors of the CACNA1D IQ motif to Ca2+-dependent inactivation inhibitor domain association, primary screening, Förster resonance energy transfer in intact living …; HEK cells, CFP/YFP FRET ICDI-IQ, plate reader, 10 min; percent FRET-ratio fall versus neutral wells; inhibition, % at 12.3 µM; hit rate 0.098% among 340,000;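 active means mean replicate inhibition of at least 30% and at least 1% of replicates passing that level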;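 further: 0% = median of the neutral control wells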
PDI turbidity: PDI (human) enzyme inhibition; P07237; inhibition, % at 10 µM; PDI insulin aggregation turbidity, A650, 90 min; hit rate 0.052% among 350,000;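 active means mean inhibition across replicates of 30% or more, whatever share of single replicates reach that level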;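 further: absorbance from insulin aggregation driven by PDI reduction with DTT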
Target sequence (P07237 whole entry, looked up): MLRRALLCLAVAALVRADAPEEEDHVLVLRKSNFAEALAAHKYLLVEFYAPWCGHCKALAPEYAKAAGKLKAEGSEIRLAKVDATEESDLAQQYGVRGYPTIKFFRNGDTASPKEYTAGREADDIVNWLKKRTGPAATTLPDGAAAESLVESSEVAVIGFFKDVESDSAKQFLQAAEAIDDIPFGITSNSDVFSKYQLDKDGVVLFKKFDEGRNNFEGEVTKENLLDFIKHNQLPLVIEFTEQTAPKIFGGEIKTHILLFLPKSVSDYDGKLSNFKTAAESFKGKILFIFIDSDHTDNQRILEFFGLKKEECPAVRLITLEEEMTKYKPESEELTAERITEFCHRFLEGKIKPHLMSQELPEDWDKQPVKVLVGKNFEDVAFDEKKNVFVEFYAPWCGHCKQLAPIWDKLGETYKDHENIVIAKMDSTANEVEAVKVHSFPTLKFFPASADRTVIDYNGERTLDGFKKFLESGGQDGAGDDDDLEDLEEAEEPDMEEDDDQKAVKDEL
MC4R barr agon: human MC4R agonism via beta-arrestin; P32245; U2OS MC4R beta-arrestin complementation, luminescence; percent of melanotan II response, DMSO zero; activation, % at 8.9 µM; hit rate 0.98% among 360,000; AID 540308;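 active means activation above a per-plate cutoff, the mean activation of sample wells on that plate plus 3 SD, cut at about 8% in these data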
Glyco luc inh: blocks N-linked glycosylation in D54 reporter cells. D54 ERlucT glycosylation luciferase reporter, 24 h; percent of 100 nM tunicamycin response. reporter increase, % at 12.5 µM. hit rate 0.23% among 360,000. AID 588692;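 active means mean luciferase reporter signal, scaled so untreated is 0 and the glycosylation-blocking control 100, at or above a set limit in every replicate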;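 further: luciferase carries N-glycosylation sites so blocking glycosylation raises the light; 0% = median of neutral control wells and 100% = median of 100 nM tunicamycin wells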
Numbers without * were called inactive; i = inactive; . = not tested or not shown.

structure,Vif inh,aDG glyco up,Cardio protect,MC4R antag cAMP,ABCB6 inh 2,m5-HT2A agonist,CaV13 ICDI inh,PDI turbidity,MC4R barr agon,Glyco luc inh
Cc1nn(-c2ccccc2)c(C)c1/C=N/NC(=O)c1cc(-c2ccccc2)n[nH]1,.,-0.2,75.3*,-25.0,93.0,-3.4,-5.6,7.5,-4.2,18.4
O=C(COC(=O)c1cc(Br)ccc1O)NCCC1=CCCCC1,4.5,-0.2,-10.1,11.7,102.0,-2.3,21.3,8.2,1.6,-1.0
O=C(/C=C/Nc1cccc(C(F)(F)F)c1)C(F)(F)F,5.3,-0.1,-0.8,2.4,100.0,2.3,-9.7,-2.5,2.5,2.4
Cn1c(=O)c2cc(S(=O)(=O)NCCC(=O)NC3CCCCCCC3)ccc2n(C)c1=O,-2.4,-0.2,-0.5,3.4,94.0,6.9,-8.3,14.8,-1.5,-0.7
Cc1ccc(C(=O)NC(=S)NCC(=O)c2ccccc2)cc1,14.4,0.0,9.1,-5.9,92.0,-2.1,-4.4,1.8,11.4*,-1.4
CCOc1ccc(NC(=S)NC(=O)/C=C/c2ccco2)cc1,-1.4,0.1,-4.3,-3.6,98.0,0.7,-18.5,1.3,0.5,4.8
CCOC(=O)c1ccc(-c2c(-c3ccccc3OC)sc3cc4c(cc23)OCO4)cc1F,1.6,-0.4,-1.6,16.3,102.0,1.1,-9.3,-0.4,-0.6,-2.8
Clc1c(Cl)c(Cl)c2n[nH]nc2c1Cl,-0.7,-0.1,-11.2,13.8,92.0,18.1*,-14.1,-6.0,-0.2,1.7
CCc1nnc(NC(=O)C2CCCN2C(=O)Nc2ccc(Cl)cc2)s1 (centres undefined),12.1,0.0,2.0,7.1,96.0,-4.8,-3.2,-2.9,-1.9,0.6
COc1cc(C(=O)OCC(=O)N2CCNC2=O)cc(Cl)c1OC,18.9,-0.1,4.0,1.9,96.0,3.6,-5.6,-9.1,-2.3,2.2
CCCCNc1c(-c2ccc(SC(C)CC)cc2)nc2cnccn12 (centres undefined),i,2.4,-9.8,18.4,175.0,8.2,.,-2.6,5.3,-13.5
CCN(CC)/C(Sc1ccccc1)=C(/C(Cl)=C(Cl)Cl)[N+](=O)[O-],1.4,-0.3,-9.5,9.7,97.0,0.9,9.4,-8.0,-0.6,2.4
CC(C)(C)OC(=O)N(CCc1ccccc1)Cc1ccc(OCc2cccc(NC(=O)C3CCC3)c2)cc1,-4.3,0.1,-2.6,11.7,96.0,3.6,-7.9,-0.3,-1.9,-6.5
Cc1noc(C)c1NC(=O)N(C)C[C@@H]1OCc2ccccc2-c2c(n(C)c3ccccc23)C(=O)N([C@H](C)CO)C[C@H]1C,-12.5,-0.1,0.1,15.0,101.0,-0.1,-1.6,8.6,0.0,8.0
CCOC(=O)C1=C(C)N=c2s/c(=C\c3ccc(OCC(=O)O)cc3)c(=O)n2C1c1ccccc1OC (centres undefined),6.5,-0.1,5.1,4.4,90.0,-5.4,-23.9,3.5,-0.8,0.5
Cc1cccc(NC2=NC3(CCCCC3)N=C(N)N2)c1C,12.9,0.0,-10.6,9.9,95.0,-9.2,-2.6,6.2,-0.3,0.8
COc1ccccc1Nc1nc(N)nc(CN2CCC(Cc3ccccc3)CC2)n1,-5.3,0.2,8.7,-2.4,98.0,-3.9,-6.0,0.3,-1.1,-0.7
O=C(Cn1nc(-c2ccco2)ccc1=O)Nc1ccc(Cl)c(Cl)c1,-13.8,0.0,-0.9,1.2,101.0,-0.3,-3.2,-6.2,0.4,-3.9
COc1ccccc1NC(=O)N(Cc1ccco1)Cc1cc2cccc(C)c2[nH]c1=O,.,0.2,19.8,3.6,95.0,3.6,.,1.6,0.3,-0.3
CC(C)CCN1CCN(CC#Cc2ccccc2)CC1CCO (centres undefined),.,0.3,0.2,2.6,101.0,-4.2,-3.8,-7.4,-0.6,-2.1
Cc1cc(C)c(NC(=O)CS(=O)CC(=O)NCC2CCCO2)c(C)c1 (centres undefined),5.9,0.0,0.9,-3.3,97.0,-2.0,-4.7,-17.3,-1.2,0.9
Cc1cc(C)cc(N(CC(=O)N2CCCCCC2)S(C)(=O)=O)c1,-3.5,0.2,-2.9,-0.3,101.0,0.8,-2.1,1.1,-0.7,-0.7
Cc1cc(C)c2c(c1)cc(C)c1nnc(SCC(=O)N3CCCc4ccccc43)n12,-0.4,-0.1,14.7,12.2,101.0,3.9,-6.3,-6.7,-1.5,0.3
CCC(C)NCC(=O)Nc1ccc(-c2nc3cc(NC(=O)CNC(C)CC)ccc3o2)cc1 (centres undefined),11.7,0.2,-14.6,1.8,99.0,-1.5,.,-3.4,-1.3,-1.9
Cc1ccc(NC(=O)c2cccc(C(=O)Nc3ccc(C)cc3C(=O)O)c2)c(C(=O)O)c1,8.5,0.0,7.6,6.7,100.0,-4.4,.,-1.6,-0.2,-0.9
Cc1nc(-c2cc(-c3nc(-c4cc(C(F)(F)F)cc(C(F)(F)F)c4)no3)no2)cs1,1.3,0.1,-3.1,10.1,95.0,7.2,-4.5,-5.7,0.8,1.2
CCN(CC(=O)Nc1ccc(OC)cc1)C(=O)c1ccc2c(c1)NC(=O)CS2,0.3,0.2,0.9,3.1,101.0,-5.7,-13.3,-2.1,-2.5,-1.9
O=C(COc1ccccc1Cl)N1CCN(c2ccc(F)cc2)CC1,-20.0,0.5,-2.9,1.2,93.0,-7.0,-8.1,4.7,-0.9,0.8
O=C(Nc1cccc(C(=O)O)c1)/C(=C\c1ccccc1)NC(=O)c1cccc2ccccc12,-1.0,-0.1,2.7,-2.9,96.0,1.5,-3.0,2.8,-2.2,-1.3
Cc1ccc(NC(=O)c2ccc(NCCN)c([N+](=O)[O-])c2)cc1Cl,-10.3,0.1,2.7,2.8,100.0,-1.3,-2.7,-7.8,-3.3,-7.1
CCN1CCC(N2CCN(c3ccc(F)cc3)CC2)CC1,-0.2,0.0,1.5,-3.3,103.0,-0.2,-2.7,-6.8,-1.0,0.1
Cc1ccc(C(=O)OCC(=O)NCc2ccco2)s1,-3.3,0.3,-1.7,-3.1,101.0,0.7,-1.3,-5.3,-1.6,0.5
O=C(N/N=C/C1CC=CCC1)c1cc(-c2cccnc2)nc2ccccc12 (centres undefined),14.1,-0.1,-3.4,6.4,101.0,2.6,-15.3,14.6,-2.1,0.1
Cc1cc(-c2n[nH]c(=S)n2-c2ccccc2)nn1C,1.4,0.0,4.1,18.6,109.0,0.6,-5.2,4.8,-2.0,1.3
COc1c(Cl)cc(C(=O)O)cc1Cl,2.0,-0.3,-2.9,7.5,104.0,2.2,.,.,-0.6,0.0
Cc1cccc(-c2cc(NC=O)c3ncc(-c4cccc(C(=O)N(C)C)c4)n3c2)c1,-4.3,-0.3,16.7,-10.4,95.0,-1.4,-4.9,2.5,2.4,1.9
CC(CCc1ccccc1)NC(=O)COC(=O)c1cccs1 (centres undefined),-13.5,-0.2,-8.5,2.1,98.0,-3.0,-3.0,-9.2,0.0,-0.7
O=C(Nc1ccc(Cl)c([N+](=O)[O-])c1)c1ccc2c(c1)OCCO2,-2.8,0.2,-15.2,5.3,96.0,-5.3,-11.0,-1.6,0.6,-7.1
CNC(=O)/C=C/c1cccc(C(F)(F)F)c1,2.6,0.0,5.4,4.0,111.0,-3.2,8.3,0.5,-3.0,0.3
COCCCn1c(SCC(=O)n2c(C)c(C)c3ccccc32)nnc1-c1ccoc1C,-13.7,0.2,3.2,2.0,144.0,-4.1,-5.4,6.7,-0.8,-0.8
O=[N+]([O-])c1ccc(SCCc2ccccn2)cc1,-1.7,0.1,-1.3,8.4,90.0,-2.0,-4.6,2.2,-3.0,0.3
Cc1[nH]c2ccccc2c1/C=N/NC(=O)CNC(=O)c1ccc2c(c1)OCO2,-9.5,-0.3,1.5,2.6,99.0,-3.5,-5.2,-9.1,-1.0,1.6
C/C(=N\NC(=O)c1cc(C)oc1C)c1ccc(C)c([N+](=O)[O-])c1,7.6,0.1,2.8,-0.5,102.0,-10.5,-1.3,-2.7,-2.0,1.6
CC(=O)N1CCOc2ccc(S(=O)(=O)N3CCC(C(=O)NCc4ccc(F)cc4)CC3)cc21,0.1,0.2,0.4,-2.3,95.0,-4.5,-2.0,-1.3,1.6,-0.6
CCOc1ccc(/C=C(\C#N)C(=O)Nc2ccccn2)cc1,5.4,0.2,-2.7,-2.7,100.0,4.3,-16.9,-5.3,-1.0,0.6
CO/N=C(\Cn1ncc(N2CCCC2)c(Br)c1=O)c1ccc(Cl)cc1,-3.4,0.1,-3.3,2.3,98.0,-1.6,-1.4,1.3,-1.0,1.4
O=C(O)C(=O)Cc1c[nH]c2ccccc12,-5.7,-0.1,-5.8,16.0,102.0,-1.3,.,.,-0.8,7.9
O=C(CNC(=O)c1ccc(F)cc1)N/N=C/c1cc(Br)ccc1OC(=O)/C=C/c1ccco1,-15.2,0.4,80.5*,14.1,98.0,-1.2,-6.0,0.6,-1.2,-5.8
COc1cc2nc(Cl)nc(NCCO)c2cc1OC,-3.7,0.9,6.5,14.1,103.0,-2.3,-1.2,-2.8,-0.7,1.5
O=C(CN1CCNC(=O)C1)NCCc1ccc(Cl)cc1Cl,17.4,0.1,1.5,14.7,97.0,3.5,-16.2,13.8,4.6,0.2
Cn1cc(CCC(=O)N2CCCC(N3CCN(c4ccccc4F)CC3)C2)cn1 (centres undefined),-5.6,0.1,3.7,5.0,92.0,5.0,-3.0,-6.3,-3.2,1.2
O=C(NCc1ccccc1)C(c1ccccc1)N(Cc1cccs1)C(=O)c1cnccn1 (centres undefined),27.3,-0.6,44.0,2.7,97.0,1.4,-5.0,-10.4,-1.3,-2.0
O=C(OCC(=O)N1CCc2ccccc21)c1ccncc1,3.2,0.1,-2.1,5.2,91.0,-2.1,-2.1,-0.1,-0.9,2.0
OCCN(CC#CCC(O)(c1ccccc1)C1CCCC1)CCO (centres undefined),5.9,-0.2,0.6,11.0,94.0,2.2,-4.5,8.9,-0.7,0.9
O=C1c2ccccc2C(Nc2ccc(Cl)cn2)N1c1ccccn1 (centres undefined),-11.1,0.3,9.8,-2.3,90.0,-3.7,-2.5,.,-0.5,-3.3
CN(C)C(=O)c1ccc(Nc2nnc(-c3ccc(O)cc3)c3ccccc23)cc1,14.6,0.0,15.7,3.0,79.0,-8.7,-17.8,-1.8,-2.3,0.3
O=C(OCc1ccccc1)N1CCCCC1c1c(Cl)cccc1Br (centres undefined),-5.5,0.1,-4.1,.,93.0,-3.8,-6.0,.,.,-4.6
